ALOX12 inh: Primary qHTS assay for inhibitors of human arachidonate 12S-lipoxygenase (ALOX12): Round 2. purified 12hLO, xylenol orange hydroperoxide absorbance. Potency, µM (series often up to 108 µM), inactives show top-dose activity change, negative = inhibition, actives largely listed as inhibitors. Polyunsaturated fatty acid lipoxygenase ALOX12 (Homo sapiens), P18054. AID 1671190, 2021. actives 1.1% (n = 580,000); active = well fitted inhibition curve with a large enough effect; inconclusive = small, poorly fitted or top-dose-only effect, or another doubt; inactive = no such curve, though single readings can be large or run the other way
Target sequence (P18054 whole entry, looked up): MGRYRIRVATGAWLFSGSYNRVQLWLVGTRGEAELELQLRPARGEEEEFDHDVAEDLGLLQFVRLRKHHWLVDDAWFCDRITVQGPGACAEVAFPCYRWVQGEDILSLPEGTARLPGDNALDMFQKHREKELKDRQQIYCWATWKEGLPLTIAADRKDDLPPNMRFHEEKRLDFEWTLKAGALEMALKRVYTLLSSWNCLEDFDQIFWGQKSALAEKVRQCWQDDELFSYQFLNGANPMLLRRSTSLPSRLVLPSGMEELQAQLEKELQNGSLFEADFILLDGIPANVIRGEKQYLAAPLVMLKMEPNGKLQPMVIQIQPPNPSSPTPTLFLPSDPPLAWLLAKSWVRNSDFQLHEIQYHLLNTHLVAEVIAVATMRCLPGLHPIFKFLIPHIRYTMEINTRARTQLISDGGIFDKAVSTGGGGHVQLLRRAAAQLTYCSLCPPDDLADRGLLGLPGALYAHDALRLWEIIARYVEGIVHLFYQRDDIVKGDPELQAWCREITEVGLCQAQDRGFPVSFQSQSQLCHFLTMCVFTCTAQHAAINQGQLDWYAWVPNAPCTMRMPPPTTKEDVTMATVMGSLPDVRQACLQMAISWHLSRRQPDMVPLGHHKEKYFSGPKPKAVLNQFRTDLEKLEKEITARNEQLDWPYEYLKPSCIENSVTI
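Purified human 12hLO at 150 nM in 25 mM Hepes, 0.01% Triton X-100, pH 7.0, preincubated 15 min at room temperature with compound. Reaction started with 40 uM arachidonic acid, 30 min at room temperature. Hydroperoxide measured by Fe-xylenol orange, 573/405 nm absorbance ratio.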
* marks the source's active call; other numbers are inactive results; u = inconclusive; [ ] = dose if it differs, or a comment. % is set by controls: 0 for no effect and ±100 for the full control effect; potency is the fitted concentration of half-maximal effect.

molecule	ALOX12 inh
CNC(=O)[C@@H]1CN(C(=O)c2ccc3cc[nH]c3c2)C[C@H]1C1CCN(C)CC1	-2.1%
CCNC(=O)[C@@H]1C[C@H](N)CN1C(=O)c1ccc(OC)c(OC)c1	29.5%
Cc1cc(Cl)ccc1Nc1ncncc1-c1nc(-c2ccccc2)no1	37.2%[activator]
CC(NC(=O)C1CCN(C(=O)c2ncn3c2COC(c2ccccc2)C3)CC1)c1ccc(F)cc1 (centres undefined)	2.9%
COc1ccccc1-c1cnc(Nc2cncnc2)c2c1CCO2	-3.3%[176 µM]
O=C1NC2(CCN(Cc3ccc(C(F)(F)F)cc3)C2)Oc2ccccc21 (centres undefined)	u
Cc1noc([C@@H]2CN(C(=O)c3cc(C)oc3C)C[C@H]2CO)n1	18.2%
COCC1CN(C(=O)c2ocnc2C)CC12CCNCC2 (centres undefined)	9.9%
O=C(C1CCOC1)N1CCC(C(=O)O)(n2ccc(-c3ccco3)n2)CC1 (centres undefined)	20.2%
Cc1noc(C)c1CN1CCN2C=C(C(=O)NCCCc3ccccc3)OC2=NC1=O	u

Reprinted from the part before: 2 compounds; new compounds follow.
molecule	ALOX12 inh
O=C(C1CCOC1)N1CCC(C(=O)O)(n2ccc(-c3ccco3)n2)CC1 (centres undefined)	20.2%
Cc1noc(C)c1CN1CCN2C=C(C(=O)NCCCc3ccccc3)OC2=NC1=O	u
Cc1onc(C(=O)N2CCc3c(c(-c4nncn4-c4ccccc4)nn3C)C2)c1CN1CCCCC1	43.6%[activator]
CCC(C)NC(=O)N1CC(n2cc(C(=O)N(C)CCOC)nn2)C1 (centres undefined)	56.3%[activator]
O=C(c1cccc(F)c1)N1CCC2(CC1)NC(=O)N(Cc1ccc(F)cc1)C2=O	16.9%
O=C(Nc1ccc([C@@H](O)[C@H]2COCC(=O)N2Cc2ccccc2)cc1)c1ccc(F)cc1	65.9%[activator][176 µM]
COCC1CCCN(Cc2ccc3c(c2)CN(C(=O)c2sc(C)nc2C)CCO3)C1 (centres undefined)	3.5%
CCN(Cc1ccccc1)Cc1nnc2cc(-c3nc(-c4ccccc4)no3)ccn12	36.9%[activator]
COc1ncccc1CN1CCC2(CC1)OC(=O)N(Cc1ccc(O)cc1)C2(C)c1ccccc1 (centres undefined)	14.1%
O=C1[C@@H]2C[C@@H](CN2C(=O)c2ccccc2)Oc2ccccc2N1Cc1ccccc1	11.4%[176 µM]
O=C(c1cnccn1)N1CCC(n2cc(-c3nc(-c4ccccc4)no3)nn2)CC1	8.6%
CN(C)C(=O)c1ccc(OC2CCN(C(=O)c3c(F)cccc3F)CC2)nc1	30.6%[activator]
CSc1cccc(NC(=O)c2ccc3c(c2)N(C)C2CCCN2C3=O)c1 (centres undefined)	u
Cc1cc(C(=O)N2CC(N(C3CCOCC3)S(C)(=O)=O)C2)nn1C	43.9%[activator]
Cc1nc(C)n(CCNC(=O)c2cnc(-c3cccnc3)nc2)n1	8.8%
COc1cccc(-c2ccccc2NC(=O)C2CCN(Cc3cc(F)ccc3F)CC2)c1	43.1%[activator]
COc1ccc(C(=O)N2CC(c3nnc(-c4ccncc4)o3)C3(CCOCC3)C2)cn1 (centres undefined)	37.9%[activator]
CCOC(C)c1ccc(-c2cc(C)n[nH]c2=O)cc1 (centres undefined)	18.4%
CN(Cc1ccccc1)C(=O)C[C@@H]1CCNC[C@@H]1Cc1cc(CC2CCCCC2)on1	u
N[C@@H](Cc1cnc[nH]1)C(=O)N1CCC2(CC1)CN(CCOc1ccccc1)C(=O)O2	115.8%[activator]
CC(C)c1noc(-c2cn(C3CCN(C(=O)c4cccc(OC(F)(F)F)c4)C3)nn2)n1 (centres undefined)	7.1%
CC(C)NC(=O)N1Cc2ccccc2OC2(CCN(C)CC2)C1	30.5%[activator]

As entered above.
In ALOX12 inh, O=C(C1CCOC1)N1CCC(C(=O)O)(n2ccc(-c3ccco3)n2)CC1 (centres undefined) is listed with 20.2%
In ALOX12 inh, O=C(c1cnccn1)N1CCC(n2cc(-c3nc(-c4ccccc4)no3)nn2)CC1 is listed with 8.6%

Arranged by count of non-hydrogen atoms (largest number first): part of the list above
molecule	ALOX12 inh
COc1cccc(-c2ccccc2NC(=O)C2CCN(Cc3cc(F)ccc3F)CC2)c1	43.1%[activator]
CC(C)c1noc(-c2cn(C3CCN(C(=O)c4cccc(OC(F)(F)F)c4)C3)nn2)n1 (centres undefined)	7.1%
Cc1nc(C)n(CCNC(=O)c2cnc(-c3cccnc3)nc2)n1	8.8%
CC(C)NC(=O)N1Cc2ccccc2OC2(CCN(C)CC2)C1	30.5%[activator]
CCOC(C)c1ccc(-c2cc(C)n[nH]c2=O)cc1 (centres undefined)	18.4%

(further entries)
molecule	ALOX12 inh
Cc1nnc(-c2cc(-c3cccc(CO)c3)ccn2)n1Cc1cccnc1	45.3%[activator][176 µM]
COc1ccc(CC(=O)N2CCC[C@H]2c2nc(-c3ccc(OC)c(OC)c3)no2)cc1Cl	31.0%[activator]
COC(=O)[C@]12C[C@H](CC(=O)NCC34CC5CC(CC(C5)C3)C4)C(=O)N(CCC3=CCCCC3)C1=C[C@H](COCc1ccccc1)O[C@@H]2C	-3.9%
O=C(C(=O)N1CCN(C(=O)C2CCC2)CC1)c1cccc(C(F)(F)F)c1	-4.4%
O=C1N(C2CCNCC2)C(c2ccccc2)C12CCCC2 (centres undefined)	4.6%
CC1(COc2ccc3[nH]ccc3c2)COc2ccc(C(=O)NC3CC3)cc2N1 (centres undefined)	-10.7%[176 µM]
CN(C)CC1(COc2cccnc2)C[C@@H](O)[C@@H](O)C1 (some centres undefined)	u
CCCN(CC1CCOC1)C(=O)Nc1cc(C)ccc1OC (centres undefined)	11.7%
CC(=O)Nc1cccc(C(=O)NCc2nnc3ccc(-c4ccccc4)nn23)c1	13.0%
CCc1ccc(C(=O)N2CCN(C(=O)c3nnn4c3COC(c3ccc(OC)cc3)C4)CC2)cc1 (centres undefined)	8.1%
O=C(NCCc1ccccn1)C1CC12CCN(C(=O)c1ccc(F)cc1Cl)CC2 (centres undefined)	4.6%
CCCCCC(=O)Nc1nc2c(s1)C[C@@H]1[C@](C)(CO)[C@H](O)CC[C@@]1(C)[C@@H]2CC(=O)NCc1cc(F)cc(F)c1	4.4%
O=C(N[C@H]1CCN2C(=O)c3cc(Br)ccc3NC(=O)[C@@H]2C1)C1CCNCC1	u
CNC(=O)[C@@H]1CN(C(=O)c2ccco2)C[C@H]1COC	63.9%[activator]
CN1C(=O)CO[C@H]2CN(c3ccc(C#N)cn3)C[C@H]21	-5.5%[176 µM]
O=C1NC2(CCN(Cc3ccsc3)CC2)COc2ccccc21	44.7µM*
CC(C)C[C@H](NC(=O)c1csc2nc(-c3cccc(C(F)(F)F)c3)cn12)C(N)=O	10.1%
Cc1nn2c(c1-c1ccccc1Oc1ccccc1)N(C(=O)c1cccc(C#N)c1)CCC2	u
Cc1cc(C)nc(SCc2ccc(C(=O)N3CCCC[C@H](N(C)C)C3)o2)n1	82.1%[activator]
Cc1nc(-c2c3n(c(=O)n(Cc4ccc(OC(F)(F)F)cc4)c2=O)CCCCC3)no1	3.0%
CC(C)[C@H](N)C(=O)N[C@H](C(=O)N1CCC2CCN(Cc3ccccc3)CC21)C(C)C (some centres undefined)	-27.4%
CCN=C1NC(c2ccc(C(F)(F)F)cc2)C(C(=O)OC)=C(C)N1Cc1ccccc1C(F)(F)F (centres undefined)	u
NC(=O)N1CCCC(C(=O)N2CCN(Cc3cccc(O)c3)CC2)C1 (centres undefined)	6.4%
CC(=O)Nc1ccc(S(=O)(=O)Nc2ccc3n(c2=O)C[C@H]2C[C@@H]3CN(Cc3cn(C)c4ccccc34)C2)cc1	70.1%[activator]
COCCNC(=O)[C@@H]1CCC[C@@H](NC(=O)c2c(-c3ccccc3)noc2C)CN(C)C(=O)C1	33.5%[activator]
Cc1c(C(=O)NCC(C)(C)CN(C)C)cnn1-c1nccc(-c2ccccc2F)n1	10.8%
Cc1cnc(C(=O)N2CCC(N3C(=O)C4(CCCC4)C3c3ccccc3)CC2)cn1 (centres undefined)	3.7%
Cc1cccc(C(=O)N2C(C(=O)NCc3ccccc3)COC23CCN(C(=O)CC(C)C)CC3)c1 (centres undefined)	102.7%[activator]
CCN(CC)CCNC(=O)C12CCCC=C1N(Cc1ccccc1)C(=O)CC2 (centres undefined)	59.2%[activator]
CN1CCCCCCN(Cc2cn(C)c3ccccc23)[C@H]2CCC[C@H]2C1=O	77.6%[activator]

Remaining list, next part:
Compound	ALOX12 inh
CC(C)CCN1CCNC(=O)C1CC(=O)N(C)Cc1nc2ccccc2[nH]1 (centres undefined)	45.2%[activator]
Cc1nn2c(c1-c1cccc3cn[nH]c13)N(C(=O)c1cccc(Cl)c1)CCC2	0.2%[176 µM]
COc1ccccc1C(=O)N1CCC(c2n[nH]c(=O)n2-c2ccccc2)CC1	-2.1%
O=C(O)c1ccccc1C(=O)N[C@H]1CO[C@H]2[C@@H]1OC[C@@H]2n1nnnc1Oc1ccc(-n2cncn2)cc1	10.4%
O=C1CC2CCCC(C1)N2C(=O)c1cccc(Cl)c1	23.6%[176 µM]
COc1ccccc1OCCC1CCN(C(=O)Cc2c[nH]c3ccccc23)C1 (centres undefined)	32.8%[activator]
O=C(NC1CCCCC1)N1Cc2[nH]cnc2C[C@H]1c1nc(-c2ccccc2)no1	26.0%[176 µM]
O=c1[nH]nc2n1CCN(Cc1cc(F)c(F)c(F)c1)CC2	51.8%[activator]
O=C(NCc1ccc(F)cc1)c1cnc2c(c1)N([S+](=O)([O-])c1cccnc1)CCC2	40.1%[activator][176 µM]
COC(=O)C1CCN(Cc2ccc3c(c2)CN(C(=O)c2ncc(C)[nH]2)CCO3)CC1	13.5%
Cn1cnnc1Sc1ccc(CN2CCOc3ccc(C4=CCCCC4)cc3C2)o1	4.1%
CCN(CCNC(=O)C1CCN(c2cn[nH]c(=O)c2)C1)Cc1ccccc1 (centres undefined)	u
CC(C)NC(=O)N1CCC(c2noc(-c3cnccn3)n2)C1 (centres undefined)	25.9%
COCCNC(=O)c1ccc(OC2CCN(C/C=C/c3ccco3)CC2)c(Cl)c1	34.4%
CN1CCC(N2CC[C@H](c3nnc(-c4ccc(Cl)cc4)o3)C2)CC1	28.2%[176 µM]
COc1cccc(C(=O)N2CCC(C(NC(=O)c3ccccc3C)C(=O)NCC(C)C)CC2)c1 (centres undefined)	21.0%
COCC(=O)N1CCC(N(Cc2cccnc2)C2CCOCC2)CC1	38.5%[activator]
COCCOC1CCOC2(CCN(C(=O)C3(c4ccc(OC)cc4)CC3)CC2)C1 (centres undefined)	20.1%
CN(CC1CCOCC1)C(=O)NCc1cccc(F)c1	24.2%
Cn1c(CCNC(=O)C2Cn3cccc3C(=O)N2)nc2ccccc21 (centres undefined)	68.8%[activator]
Cc1cc(CN2CCC(N3CCNC3=O)CC2)no1	8.0%[12.5 µM]
CC(C=CC=C(C)C=CC1=C(C)CCCC1(C)C)=CC=CC=C(C)C=CC=C(C)C=CC1=C(C)CCCC1(C)C	0.0%
CN1[C@@H](CCC(=O)NCc2ccco2)CNC(=O)[C@@H]2[C@H]1CCN2Cc1ccccc1	11.6%[176 µM]
COc1cccc(-c2nc3c([nH]2)CC(C)(C)CNC3=O)c1OC	-15.1%
O=C(NCc1cccnc1)c1nc(-c2ccccc2)c2ccccn12	88.4%[activator][176 µM]
COc1ccc(-c2ccc3nnc(CNC(=O)c4ccoc4)n3n2)cc1	27.0%
COC(=O)Cc1nnn2c1[C@H](C)[C@H](c1ccccc1Br)OC[C@H](C)C2	-12.1%
O=C(Nc1nc2cccc(-c3ccc(CN4CCS(=O)(=O)CC4)cc3)n2n1)C1CC1	-17.6%[57.4 µM]
CCC(=O)N1CCC(CC)(N2CCN(S(=O)(=O)c3cccc(C(F)(F)F)c3)CC2)C1 (centres undefined)	u
O=C(NCC1CC1)c1cn2ccnc(-c3ccccc3)c2n1	10.4%
Cc1cc(C)n2nc(C(=O)N3CCN4C(=O)CN(C)C(=O)C4C3)cc2n1 (centres undefined)	5.8%
O=C(c1ccccc1)N1CCn2c(nn(-c3cccc(Cl)c3)c2=O)C1	-5.5%[6.33 µM]
COC(=O)c1cc(CNC(=O)c2ccc3ccccc3n2)cc(NC(=O)c2cccc(OC)c2)c1	3.1%
COc1ccc(CC(=O)NCC(=O)N2CCN(c3ccccn3)CC2)cc1	30.0%
O=C(c1ccc(F)cc1Cl)N1CCC(n2cc(-c3nc(C4CC4)no3)nn2)C1 (centres undefined)	u
COC(=O)c1ccccc1-c1cc(C)cc2c1OC(CNC(=O)C1CCCO1)C2 (centres undefined)	14.1%
CS(=O)(=O)NC[C@H]1OC[C@@H](NCc2ccccn2)[C@@H]1O	19.1%[176 µM]
CCC(CC)C(=O)N[C@H]1CO[C@H]2[C@@H]1OC[C@H]2OC(=O)Nc1ccccc1	3.1%[176 µM]
CS(=O)(=O)N1CCCN(C(=O)COc2ccccc2)CCNC(=O)CC1c1ccccc1 (centres undefined)	5.9%
CC(C)CNC(=O)N1CCC(c2nc(CCOCC3CCOCC3)no2)C1 (centres undefined)	-7.8%
CNC(=O)c1cc2cc(-c3c(C)noc3C)nc(-c3cccnc3OC)c2o1	u
Cn1cc(S(=O)(=O)N2CCCC(C)(c3ccccc3)C2)cn1 (centres undefined)	12.5%

The list is partial (hit frequency here may not be typical).
